Compound activity deposited in PubChem by Broad Institute.
TcdB inh = blocks C. difficile toxin B glycohydrolase activity. hit rate 0.24% among 350,000. P18177. AID 652162. inhibition, % at 9.99 µM. TcdB glycohydrolase enzymatic assay, plate reader; in the data active means inhibition above about 10%
Target sequence (P18177 whole entry, looked up): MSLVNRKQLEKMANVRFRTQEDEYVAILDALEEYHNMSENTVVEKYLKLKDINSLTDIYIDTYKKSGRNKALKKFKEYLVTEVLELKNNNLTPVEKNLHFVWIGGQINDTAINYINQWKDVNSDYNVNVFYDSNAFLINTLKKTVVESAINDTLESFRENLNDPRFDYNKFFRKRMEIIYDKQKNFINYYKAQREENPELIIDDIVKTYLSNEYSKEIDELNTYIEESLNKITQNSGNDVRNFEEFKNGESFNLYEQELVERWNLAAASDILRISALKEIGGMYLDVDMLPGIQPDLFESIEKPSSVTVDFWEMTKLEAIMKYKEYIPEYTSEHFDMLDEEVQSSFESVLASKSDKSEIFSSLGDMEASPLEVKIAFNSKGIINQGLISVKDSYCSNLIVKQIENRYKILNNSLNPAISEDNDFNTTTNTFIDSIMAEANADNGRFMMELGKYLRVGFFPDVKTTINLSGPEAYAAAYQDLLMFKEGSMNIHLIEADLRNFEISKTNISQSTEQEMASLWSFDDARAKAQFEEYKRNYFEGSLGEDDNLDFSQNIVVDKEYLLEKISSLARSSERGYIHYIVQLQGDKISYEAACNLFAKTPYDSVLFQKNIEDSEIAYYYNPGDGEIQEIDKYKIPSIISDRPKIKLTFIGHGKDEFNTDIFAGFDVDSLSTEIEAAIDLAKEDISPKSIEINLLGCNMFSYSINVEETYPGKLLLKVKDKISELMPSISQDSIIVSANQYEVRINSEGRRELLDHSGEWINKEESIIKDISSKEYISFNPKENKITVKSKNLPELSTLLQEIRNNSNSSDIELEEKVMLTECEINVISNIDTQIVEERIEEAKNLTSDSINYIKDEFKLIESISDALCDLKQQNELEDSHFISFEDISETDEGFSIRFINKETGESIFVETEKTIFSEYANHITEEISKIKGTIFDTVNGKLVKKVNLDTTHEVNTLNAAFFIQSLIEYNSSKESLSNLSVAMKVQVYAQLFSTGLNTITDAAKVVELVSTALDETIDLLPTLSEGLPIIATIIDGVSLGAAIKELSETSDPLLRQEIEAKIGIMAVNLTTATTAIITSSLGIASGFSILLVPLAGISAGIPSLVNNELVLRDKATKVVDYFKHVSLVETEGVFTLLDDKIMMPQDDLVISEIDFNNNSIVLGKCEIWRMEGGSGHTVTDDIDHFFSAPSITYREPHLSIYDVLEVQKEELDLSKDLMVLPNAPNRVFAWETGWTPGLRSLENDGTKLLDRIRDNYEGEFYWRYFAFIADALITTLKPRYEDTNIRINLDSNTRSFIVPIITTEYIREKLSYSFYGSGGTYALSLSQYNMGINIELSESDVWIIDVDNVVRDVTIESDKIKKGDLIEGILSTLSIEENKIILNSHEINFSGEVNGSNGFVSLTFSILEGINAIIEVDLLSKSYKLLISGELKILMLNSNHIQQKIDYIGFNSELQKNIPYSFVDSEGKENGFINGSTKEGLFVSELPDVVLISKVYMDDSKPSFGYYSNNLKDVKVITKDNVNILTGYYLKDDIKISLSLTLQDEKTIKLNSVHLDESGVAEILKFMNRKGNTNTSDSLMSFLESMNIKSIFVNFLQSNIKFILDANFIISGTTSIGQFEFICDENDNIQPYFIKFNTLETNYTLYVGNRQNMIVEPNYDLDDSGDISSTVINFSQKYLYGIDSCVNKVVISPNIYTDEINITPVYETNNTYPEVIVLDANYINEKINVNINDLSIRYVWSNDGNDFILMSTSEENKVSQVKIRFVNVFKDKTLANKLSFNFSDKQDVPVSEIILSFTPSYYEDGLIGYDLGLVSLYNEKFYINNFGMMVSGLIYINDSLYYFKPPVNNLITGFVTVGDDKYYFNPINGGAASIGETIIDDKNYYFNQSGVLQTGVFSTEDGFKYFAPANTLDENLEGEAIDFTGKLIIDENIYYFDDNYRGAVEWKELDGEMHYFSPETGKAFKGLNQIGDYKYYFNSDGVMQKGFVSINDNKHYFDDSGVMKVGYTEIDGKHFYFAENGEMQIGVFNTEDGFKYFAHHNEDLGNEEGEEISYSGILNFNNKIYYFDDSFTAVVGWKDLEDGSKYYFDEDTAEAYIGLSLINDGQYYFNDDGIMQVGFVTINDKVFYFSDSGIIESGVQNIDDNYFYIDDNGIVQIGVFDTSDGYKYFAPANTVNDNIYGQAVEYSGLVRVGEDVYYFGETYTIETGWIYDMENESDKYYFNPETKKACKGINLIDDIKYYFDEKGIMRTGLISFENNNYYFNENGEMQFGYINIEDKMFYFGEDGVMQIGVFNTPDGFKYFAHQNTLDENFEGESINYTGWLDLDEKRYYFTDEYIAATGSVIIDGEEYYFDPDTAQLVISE
The depositor's hits bear a star; & = joins results of further samples. Only part of the results is shown; count on the stated rates, not on these rows.

SMILES	TcdB inh
CCCN1[C@H](C(=O)NCC2CC2)[C@@H](CO)[C@@H]2Cn3c(ccc(/C=C/c4ccccc4)c3=O)[C@@H]21	-2.4
O=C(Cc1ccccn1)N1CC(=O)N2[C@H](CO)[C@@H](c3ccc(C#CC4CC4)cc3)[C@H]2C1	-0.1
CCCC(O)C#Cc1cnc2c(c1)C(=O)N([C@H](C)CO)C[C@H](C)[C@H](CN(C)S(=O)(=O)c1ccc(C#N)cc1)O2 (stereo partly specified)	0.0
Cc1noc(C)c1S(=O)(=O)N(C)C[C@H]1Oc2ccc(NS(=O)(=O)c3cccs3)cc2CC(=O)N([C@H](C)CO)C[C@@H]1C	1.8
O=C(C[C@H]1C[C@@H]2c3cc(NS(=O)(=O)c4ccc(F)cc4)ccc3O[C@@H]2[C@H](CO)O1)NCc1ccncc1	0.0
CCS(=O)(=O)Nc1ccc2c(c1)C(=O)N(C)[C@@H]1CC[C@@H](CC(=O)NCCCN3CCOCC3)O[C@H]1CO2	0.8
CCS(=O)(=O)NC[C@@H]1[C@@H](c2ccccc2)[C@@H](CO)N1CC1CCCC1	-0.2
C[C@H]1CN([C@@H](C)CO)C(=O)c2cc(NC(=O)CCC(F)(F)F)ccc2O[C@H]1CN(C)S(=O)(=O)c1ccc(Cl)cc1	1.3
CO[C@@H]1CN(C)C(=O)c2ccc(NC(=O)C3CC3)cc2OC[C@H](C)N(C(C)=O)C[C@H]1C	-0.9
C[C@@H]1CN([C@H](C)CO)C(=O)Cc2cc(NC(=O)Cc3cn(C)c4ccccc34)ccc2O[C@@H]1CN(C)S(=O)(=O)c1ccccc1	-0.3
C[C@H](CO)N1C[C@H](C)[C@@H](CN(C)C(=O)CN(C)C)Oc2ncc(C#Cc3cccnc3)cc2C1=O	-0.9
O=C(C[C@H]1CC[C@@H]2[C@H](COC[C@@H](O)CN2C(=O)Nc2cccc(Cl)c2)O1)N1CCCCC1	0.9
O=C(C[C@@H]1C[C@H]2c3cc(NC(=O)CC4CC4)ccc3O[C@H]2[C@@H](CO)O1)NCc1ccccn1	0.6
Cc1ccccc1S(=O)(=O)NCC[C@@H]1CC[C@@H](NS(=O)(=O)c2ccccc2C)[C@@H](CO)O1	2.3
CC(C)NC(=O)Nc1cccc2c1O[C@H](CN(C)C(=O)Nc1cccc3ccccc13)[C@H](C)CN([C@H](C)CO)C2=O	0.4
COc1ccccc1-c1cnc2c(c1)C(=O)N([C@H](C)CO)C[C@@H](C)[C@@H](CN(C)Cc1cccc(F)c1)O2	-0.9
C[C@H]1CN([C@@H](C)CO)C(=O)Cc2cc(NC(=O)Nc3cccc4ccccc34)ccc2O[C@H]1CN(C)C(=O)Nc1cccc2ccccc12	-1.3
CCCNC(=O)C[C@@H]1CC[C@@H]2[C@@H](COc3ccc(NC(=O)c4ccc(Cl)cc4)cc3C(=O)N2C)O1	2.9
C[C@@H]1CN([C@@H](C)CO)C(=O)c2cccc(NS(=O)(=O)c3cn(C)cn3)c2O[C@H]1CN(C)Cc1ccc(C(=O)Nc2ccccc2N)cc1	-1.0
CCN1[C@@H]2Cn3c(ccc(-c4cccc(OC)c4)c3=O)[C@H]1[C@@H](C(=O)OC)[C@@H]2CO	-0.9
C[C@@H]1CCCCO[C@H](CN(C)S(=O)(=O)c2ccc(F)cc2)[C@@H](C)CN([C@@H](C)CO)C(=O)c2cc(NS(=O)(=O)c3cccs3)ccc2O1	0.6
CS(=O)(=O)N1CC(=O)N2[C@@H](CO)[C@H](c3ccc(C#CCc4ccccc4)cc3)[C@@H]2C1	1.0
COc1ccccc1-c1ccc2c(c1)O[C@H](CN(C)CC1CCOCC1)[C@H](C)CN([C@H](C)CO)S2(=O)=O	-0.1
O=C(C[C@H]1CC[C@H](NC(=O)Nc2ccccc2F)[C@H](CO)O1)NCc1ccc(Cl)cc1	-0.6
C[C@H](CO)N1C[C@H](C)[C@H](CN(C)C(=O)Nc2ccc3c(c2)OCO3)Oc2ccc(NC(=O)CCN3CCOCC3)cc2CC1=O	-1.1
(further entries)
SMILES	TcdB inh
C[C@H](NC(=O)[C@@H]1[C@@H](CO)[C@@H]2Cn3c(ccc(-c4ccncc4)c3=O)[C@H]1N2C)c1ccccc1	0.7
C/C=C/c1ccc2c(c1)O[C@@H](CN(C)Cc1ccncc1)[C@H](C)CN([C@@H](C)CO)S2(=O)=O	1.0
C[C@@H]1CN([C@@H](C)CO)C(=O)c2cc(NC(=O)CCN3CCOCC3)ccc2O[C@H]1CN(C)S(=O)(=O)c1ccc(Cl)cc1	1.4
O=C(Cc1ccccn1)NCC[C@@H]1CC[C@H](NC(=O)Nc2ccccc2)[C@H](CO)O1	-0.9
COc1ccc(S(=O)(=O)Nc2ccc3c(c2)C(=O)N([C@H](C)CO)C[C@H](C)[C@H](CN(C)S(=O)(=O)c2ccccc2)OCCCC[C@H](C)O3)cc1	0.8
O=C(Nc1ccccc1F)N[C@@H]1CC[C@@H](CCNC(=O)C2CCC2)O[C@@H]1CO	-0.2
O=C(NC1Cc2ccccc2C1)[C@@H]1[C@@H](CO)[C@@H]2Cn3c(cccc3=O)[C@@H]2N1C(=O)c1cnccn1	0.5
Cc1ccc(S(=O)(=O)N[C@@H]2CC[C@@H](CCNC(=O)C3CC3)O[C@H]2CO)cc1	-1.7
C=CCNC(=O)[C@@H]1[C@H]2C(=O)O[C@H](c3ccccc3)[C@H](c3ccccc3)N2[C@H](c2ccccc2OCCO)[C@@]12C(=O)N(C(=O)OCCOC)c1ccc(C#Cc3ccc(OC)cc3)cc12	-0.2
COc1cccc(S(=O)(=O)Nc2ccc3c(c2)C(=O)N(C)C[C@@H](OC)[C@@H](C)CN[C@H](C)CO3)c1	-0.2
CC(C)NC(=O)Nc1ccc2c(c1)C(=O)N([C@@H](C)CO)C[C@H](C)[C@@H](CN(C)C(=O)Nc1ccc(F)cc1)OCCCC[C@H](C)O2	1.5
C[C@@H]1CN([C@H](C)CO)S(=O)(=O)c2ccc(C#CC3CCCC3)cc2O[C@@H]1CN(C)S(C)(=O)=O	1.0
C/C=C/c1ccc(C2[C@H]3CNC[C@@H]2N3Cc2ccccc2OC)cc1 (stereo partly specified)	-0.2&-3.2
COc1cccc(S(=O)(=O)N[C@@H]2C=C[C@@H](CC(=O)NCc3ccncc3)O[C@H]2CO)c1	0.3
Cc1noc(C)c1S(=O)(=O)N(C)C[C@H]1Oc2ccc(NC(=O)C3CC3)cc2CC(=O)N([C@H](C)CO)C[C@@H]1C	-7.2
COc1cccc(NC(=O)N(C)C[C@H]2Oc3cc(-c4cccc(C(=O)N(C)C)c4)ccc3S(=O)(=O)N([C@@H](C)CO)C[C@@H]2C)c1	-10
C[C@@H]1CN([C@@H](C)CO)C(=O)c2cc(NC(=O)Cn3cnnn3)ccc2O[C@@H]1CN(C)S(=O)(=O)c1ccccc1	-0.5
OC[C@H]1[C@@H](c2ccccc2)C2(CN(Cc3nccs3)C2)N1CC1CCOCC1	-0.4
CCC(=O)N1CCCCN2[C@H](C1)[C@@H](c1ccc(C#CCOC)cc1)[C@@H]2CO	0.1
CNC[C@@H]1Oc2c(NS(=O)(=O)c3cccs3)cccc2C(=O)N([C@H](C)CO)C[C@@H]1C	-0.4
O=C(C[C@@H]1C=C[C@H](NC(=O)C2CCOCC2)[C@H](CO)O1)NCC1CCCCC1	0.4
C[C@@H]1CN([C@H](C)CO)C(=O)Cc2cc(NC(=O)CCCCCC(=O)Nc3ccccc3N)ccc2O[C@@H]1CN(C)C(=O)Nc1ccc(F)cc1	-0.2
CCC(=O)N1[C@H](CNC(=O)COC)[C@@H](c2ccc(-c3ccccc3)cc2)[C@@H]1CO	1.5
COc1ccccc1NC(=O)N[C@@H]1CC[C@@H](CC(=O)N[C@@H](C)c2ccccc2)O[C@@H]1CO	-1.5
N#C[C@@H]1[C@H](c2ccccc2-c2ccccc2F)[C@H](CO)N1C(=O)c1cccc(F)c1	0.4

A second format for part of the listing above:
mol: C[C@@H]1CN([C@@H](C)CO)C(=O)c2cc(NC(=O)CCN3CCOCC3)ccc2O[C@H]1CN(C)S(=O)(=O)c1ccc(Cl)cc1
  TcdB inh = 1.4

mol: O=C(Cc1ccccn1)NCC[C@@H]1CC[C@H](NC(=O)Nc2ccccc2)[C@H](CO)O1
  TcdB inh = -0.9

mol: COc1ccc(S(=O)(=O)Nc2ccc3c(c2)C(=O)N([C@H](C)CO)C[C@H](C)[C@H](CN(C)S(=O)(=O)c2ccccc2)OCCCC[C@H](C)O3)cc1
  TcdB inh = 0.8

mol: O=C(Nc1ccccc1F)N[C@@H]1CC[C@@H](CCNC(=O)C2CCC2)O[C@@H]1CO
  TcdB inh = -0.2

Other structures
SMILES	TcdB inh
CN(C)C(=O)c1ccc(-c2ccc([C@H]3[C@H](CO)N4CCCCN(C(=O)C5CCCC5)C[C@@H]34)cc2)cc1	0.4
CC(C)C#Cc1ccc2c(c1)O[C@H](CN(C)Cc1cccnc1)[C@H](C)CN([C@H](C)CO)S2(=O)=O	-0.3
O=C(CN1CCOCC1)N[C@@H]1CC[C@@H](CCn2cc(C3CC3)nn2)O[C@@H]1CO	1.1
COc1ccc(S(=O)(=O)Nc2ccc3c(c2)CC(=O)N([C@@H](C)CO)C[C@@H](C)[C@H](CN(C)S(=O)(=O)c2ccc(C)cc2)O3)cc1	0.0
C[C@@H]1CN([C@H](C)CO)C(=O)c2cccc(NC(=O)c3cnccn3)c2O[C@H]1CN(C)Cc1ccncc1	1.5
Cc1ccccc1S(=O)(=O)N1CC[C@@H]2[C@H]1c1cc(C#Cc3ccccc3)ccc1N[C@@H]2CO	2.3
O=C(NCC(F)(F)F)[C@@H]1[C@@H](CO)[C@@H]2Cn3c(cccc3=O)[C@@H]2N1C(=O)C1CCC1	-0.4
Cc1noc(C)c1S(=O)(=O)Nc1ccc2c(c1)C(=O)N([C@@H](C)CO)C[C@@H](C)[C@@H](CN(C)Cc1ccncc1)OCCCC[C@@H](C)O2	-0.2
O=S(=O)(c1ccccc1)N1C[C@@H]2[C@H](c3ccccc31)[C@H](CO)N2Cc1ccc2c(c1)OCO2	1.7
O=C(C[C@H]1CC[C@@H]2[C@H](COC[C@H](O)CN2S(=O)(=O)c2cccc(F)c2)O1)Nc1ccc(-c2ccccc2)cc1	0.1
C[C@@H]1CN([C@H](C)CO)C(=O)c2cc(NC(=O)c3ccccc3)ccc2O[C@@H](C)CCCCO[C@H]1CN(C)C(=O)c1ccncc1	-1.6
C[C@@H]1CN([C@@H](C)CO)C(=O)c2cc(NC(=O)Cn3cnnn3)ccc2O[C@H]1CN(C)C(=O)Nc1ccc(C(F)(F)F)cc1	0.2
O=C(C[C@@H]1CC[C@@H]2[C@H](COC[C@H](O)CN2C(=O)c2ccccc2)O1)NCc1cccc(F)c1	0.0
O=C(N[C@@H]1CC[C@@H](CCn2cc(-c3ccccc3F)nn2)O[C@@H]1CO)c1ccc2c(c1)OCO2	1.5
C[C@@H]1CCCCO[C@H](CN(C)Cc2ccccc2)[C@H](C)CN([C@@H](C)CO)C(=O)c2cc(NS(=O)(=O)c3cn(C)cn3)ccc2O1	-1.0
C[C@H]1CN([C@@H](C)CO)S(=O)(=O)c2ccc(C#CC3CCCC3)cc2O[C@H]1CN(C)Cc1ccccc1C(=O)O	0.1
O=C(Cc1ccccn1)NCC[C@H]1CC[C@H](NC(=O)Nc2ccc(F)cc2)[C@@H](CO)O1	-0.1
COc1ccc(NC(=O)Nc2ccc3c(c2)C(=O)N([C@H](C)CO)C[C@@H](C)[C@H](CN(C)S(=O)(=O)c2ccc(OC)cc2)O3)cc1	-0.9
COc1ccccc1-c1ccc([C@@H]2[C@H](C#N)N[C@@H]2CO)cc1	0.4
COc1ccc(S(=O)(=O)N(C)C[C@@H]2Oc3ccc(NS(=O)(=O)c4cccs4)cc3CC(=O)N([C@@H](C)CO)C[C@H]2C)cc1	1.2
C[C@@H]1CN([C@@H](C)CO)C(=O)Cc2cc(NS(=O)(=O)c3cn(C)cn3)ccc2O[C@@H]1CN(C)CC1CCCCC1	0.0
C[C@@H]1CN([C@H](C)CO)C(=O)c2cccc(NS(C)(=O)=O)c2O[C@@H]1CN(C)Cc1ccccc1	0.0
C/C=C/c1ccc([C@H]2[C@@H](CO)N3C(=O)CN(S(=O)(=O)c4ccccc4)C[C@@H]23)cc1	-0.2
COc1ccc(S(=O)(=O)Nc2ccc3c(c2)C(=O)N([C@@H](C)CO)C[C@H](C)[C@H](CN(C)S(=O)(=O)c2ccc(OC)cc2)O3)cc1	-0.9
O=C(Nc1ccc(C(F)(F)F)cc1)N[C@@H]1C=C[C@H](CC(=O)N2CCCCC2)O[C@H]1CO	0.0
C[C@@H]1CN([C@@H](C)CO)C(=O)c2cccc(NC(=O)Nc3ccc(C(F)(F)F)cc3)c2O[C@@H]1CN(C)C(=O)NC1CCCCC1	-5.1
C[C@@H]1CN([C@@H](C)CO)C(=O)c2cccc(NS(=O)(=O)c3ccc(F)cc3)c2O[C@@H]1CN(C)Cc1ccc(-c2ccccc2)cc1	1.1
C[C@H](CO)N1C[C@H](C)[C@H](CN(C)C(=O)Nc2ccccc2C(F)(F)F)OCc2ccccc2-c2c(n(C)c3ccccc23)C1=O	-2.0
C/C=C/c1ccc2c(c1)O[C@@H](CN(C)C(=O)Nc1ccccc1)[C@@H](C)CN([C@H](C)CO)S2(=O)=O	1.4
O=C(C[C@H]1C=C[C@@H](NC(=O)CN2CCOCC2)[C@H](CO)O1)NCc1cccc(F)c1	0.5

Sorted by length of the SMILES (ascending): 6 of the compounds above.
SMILES	TcdB inh
O=C(C[C@H]1C=C[C@@H](NC(=O)CN2CCOCC2)[C@H](CO)O1)NCc1cccc(F)c1	0.5
O=C(Nc1ccc(C(F)(F)F)cc1)N[C@@H]1C=C[C@H](CC(=O)N2CCCCC2)O[C@H]1CO	0.0
C[C@@H]1CN([C@H](C)CO)C(=O)c2cccc(NC(=O)c3cnccn3)c2O[C@H]1CN(C)Cc1ccncc1	1.5
C[C@H](CO)N1C[C@H](C)[C@H](CN(C)C(=O)Nc2ccccc2C(F)(F)F)OCc2ccccc2-c2c(n(C)c3ccccc23)C1=O	-2.0
COc1ccc(S(=O)(=O)N(C)C[C@@H]2Oc3ccc(NS(=O)(=O)c4cccs4)cc3CC(=O)N([C@@H](C)CO)C[C@H]2C)cc1	1.2
COc1ccc(S(=O)(=O)Nc2ccc3c(c2)CC(=O)N([C@@H](C)CO)C[C@@H](C)[C@H](CN(C)S(=O)(=O)c2ccc(C)cc2)O3)cc1	0.0
